TbREL1 primary = TbREL1 RNA ligase inhibitors, primary screen, biochemical, FRET fluorescence; hit rate 0.49% among 89,000; inhibition, % at 9.66 µM; TbREL1 RNA ligation;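 active means inhibition above the mean inhibition across all screened compounds plus 3 SD, cut at about 11% in these data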;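 further: 0% = plate median of test wells and 100% = NSC42067 control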
Target sequence (P86926 whole entry, looked up): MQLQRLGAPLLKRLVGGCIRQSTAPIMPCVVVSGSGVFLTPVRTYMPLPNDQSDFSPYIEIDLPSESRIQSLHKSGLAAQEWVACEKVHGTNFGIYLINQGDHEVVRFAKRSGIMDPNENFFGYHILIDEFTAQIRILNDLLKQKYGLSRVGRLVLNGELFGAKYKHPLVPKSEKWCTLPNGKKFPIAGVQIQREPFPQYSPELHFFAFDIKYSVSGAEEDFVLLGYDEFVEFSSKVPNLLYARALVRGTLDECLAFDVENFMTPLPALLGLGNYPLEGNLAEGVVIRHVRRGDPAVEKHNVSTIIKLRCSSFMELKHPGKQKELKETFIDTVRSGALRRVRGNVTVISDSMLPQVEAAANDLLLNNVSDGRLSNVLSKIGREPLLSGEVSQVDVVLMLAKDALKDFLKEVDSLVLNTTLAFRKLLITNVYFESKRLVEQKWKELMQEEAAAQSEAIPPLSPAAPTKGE
* = called active by the depositor. This is a subset; count on the stated rates, not on these rows.

SMILES	TbREL1 primary
Cc1c(/C=N/n2cnnc2)c2ccccc2n1CCOc1ccccc1	2
Cc1cccc(-n2cc(CN3CCN(C(=O)c4ncn[nH]4)CC3)c(-c3cccc(F)c3)n2)c1	-2
COc1ccc(NS(=O)(=O)c2ccc(NC(=S)NC(=O)c3ccc(F)cc3)cc2)nn1	-2
C=CCNC(=S)NNC(=O)c1cccn(Cc2ccc(Cl)cc2)c1=O	-4
Cc1ccc2nc(SCC(=O)NCc3ccccc3)nc(=O)n2c1	1
O=C(CCNS(=O)(=O)c1ccccc1C(F)(F)F)NNC(=O)C1COc2ccccc2O1 (stereo unspecified)	1
COc1cccc(Nc2nnc(SCN3C(=O)c4ccccc4C3=O)s2)c1	-3
O=C(Nc1ccc(OC(F)F)cc1)c1cc(S(=O)(=O)N2CCCCC2)ccc1N1CCOCC1	-2
C=CCn1c(SCC(=O)c2ccc(O)c(O)c2)nnc1-c1cccc(C)c1	-3
CCOC(=O)c1c(NC(=O)/C=C\C(=O)O)sc(C)c1-c1ccccc1	-2
CC(=O)OC1CCC2(C)C(CCC3C2CC(=O)C2(C)C3CC(C(C(C)=O)C(C)=O)C2C(C)=O)C1 (stereo unspecified)	-2
CCS(=O)(=O)N1Cc2ccccc2CC1C(=O)Nc1nc2ccc(F)cc2s1 (stereo unspecified)	0
CC1=[N+]([O-])C(C)(C)C(c2ccc(Br)cc2)=[N+]1[O-]	1
O=C(NC1CCCC1)C(c1ccncc1)N(C(=O)c1csnn1)c1cccc(Cl)c1 (stereo unspecified)	-2
Cc1cc(C(=O)CSc2ncccn2)c(C)n1-c1cccc(F)c1	-3
CC(=O)NC(c1cccc(F)c1)c1nc(-c2ccccc2)cs1 (stereo unspecified)	-2
CC(C)Cc1csc(NC(=O)c2ccccc2Cl)c1C(=O)O	5
CCS(=O)(=O)Nc1cc(OC)c(OC)cc1Cc1nccc2cc(OC)c(OC)cc12	-3
Cc1ccc(-c2nnn(CC(=O)NCCc3ccc4c(c3)OCO4)n2)o1	-2
COc1ccc(/C=C/c2nc3cc(-c4ccccc4)ccc3o2)cc1O	0
CCCS(=O)(=O)NC(=O)C1(C)CCCN(C(=O)c2cc(OC)c(OC)c(OC)c2)C1 (stereo unspecified)	6
CC1CCCCC1NC(=O)COC(=O)c1ccc2ccccc2n1 (stereo unspecified)	0
Cc1cccn2c(N)c(-c3ccccc3)nc12	1
COc1ccc(OC)c(C(=O)c2coc3cc(Br)c(O)c(Br)c23)c1	-4
COc1ccccc1CN(C)C(=O)c1cc(C)nc2ccccc12	0
CCOC(=O)C(NC(=O)c1ccc(OC)cc1)(Nc1cc(C)on1)C(F)(F)F (stereo unspecified)	-2
CCN1CCN(c2nc(Nc3ccc(OC)cc3)nc(N)c2[N+](=O)[O-])CC1	1
Cc1[nH]n(C(N)=S)c(=O)c1N=Nc1cc(-c2ccc(Br)cc2)[nH]n1	3
Cc1noc(C)c1COc1ccccc1C(=O)NCCc1ccc(F)cc1	1
CCN1CCN(C(=O)c2ccc(COc3cccc(Cl)c3)o2)CC1	-2
CCCn1c(N)c(NCCN2CCOCC2)c(=O)n(CC(=O)NCc2ccccc2)c1=O	5
CC(C)C(NC(=O)c1ccccc1F)C(=O)NCc1ccc(S(=O)(=O)N2CCOCC2)cc1 (stereo unspecified)	-2
Cc1cc(C)c(C)c(S(=O)(=O)N2CCN(C(=O)c3cc(S(=O)(=O)N4CCOCC4)ccc3F)CC2)c1C	4
CCC(=O)N1CCN(c2ccc(Cl)cc2NC(=O)c2cccc([N+](=O)[O-])c2)CC1	2
CC(C)n1c(NCc2cccs2)nc2ccccc21	-1
O=C(Nc1nc(-c2cccs2)cs1)c1cccc(S(=O)(=O)N2CCCCCC2)c1	1
COCCCN1CC23C=CC(O2)C(C(=O)O)C3C1=O (stereo unspecified)	3
O=C(O)c1ccc(N2C(=O)/C(=C\c3ccccc3)N=C2c2ccccc2)cc1	1
CC(OC(=O)c1ccc2ccccc2c1)C(=O)N(C)Cc1ccccc1 (stereo unspecified)	-4
NNC(=O)c1cncc(Br)c1	2

Two records drawn at random from the list so far:
SMILES	TbREL1 primary
CC1CCCCC1NC(=O)COC(=O)c1ccc2ccccc2n1 (stereo unspecified)	0
CCCn1c(N)c(NCCN2CCOCC2)c(=O)n(CC(=O)NCc2ccccc2)c1=O	5

Following part
SMILES	TbREL1 primary
Cc1ccccc1C(=O)Nc1ccc(O)c2c(=O)cc(-c3ccccc3Cl)oc12	2
CC(=O)OC1C2CCC1C([N+]1(C)CCCCC1)CC2 (stereo unspecified)	-5
Cc1ccc(C2(C)NC(=O)N(CC(=O)c3ccc(Cl)s3)C2=O)cc1 (stereo unspecified)	-2
CCCCC(=O)Nc1cccc(NC(=O)c2cccnc2Cl)c1	2
Cc1ccc(NC(=O)CN(C)C(=O)CSc2nnc(N)s2)cc1	-1
O=C(CSc1nnc(-c2cccc(F)c2)o1)N1CCCC1	0
COc1ccc(-c2noc(CCC(=O)NCCCN3CCC(C)CC3)n2)cc1	2
CC(C)(C)C1(O)CC(C(F)(F)F)=NN1C(=O)Cc1ccc([N+](=O)[O-])cc1 (stereo unspecified)	0
CCOc1ccccc1NC(=O)c1cc(-c2ccccn2)nc2ccccc12	1
Cc1coc2cc3oc(=O)cc(C)c3cc12	3
CC1CCC(N2CCN(S(C)(=O)=O)CC2)CC1 (stereo unspecified)	0
COc1ccc(-c2nnn(CCc3nn[nH]n3)n2)cc1	2
CN(CC(=O)Nc1ccc(F)c(Cl)c1)S(=O)(=O)c1cccc2nsnc12	5
CCCN(CCC)CCSc1nc(O)c(C(C)C)c(=O)[nH]1	-3
CCOC(=O)c1c(C)[nH]c(C)c1C(=O)COC(=O)c1ccc(OC)cc1	-3
O=C(CN(C(=O)c1csnn1)c1ccccc1F)NCc1ccccc1	2
CCc1c(C)sc(NC(=O)Cn2nc(C(F)(F)F)c3c2CCCC3)c1C#N	4
Cc1cc(S(=O)(=O)N2CCOCC2)ccc1OCC(=O)Nc1ccccc1F	-1
O=C(CN1CCCC1)NCC(=O)Nc1ccc(F)cc1	-2
COc1ccc(C=Nn2c(-c3n[nH]c4c3CCC4)n[nH]c2=S)cc1OCc1ccccc1	-1
Cc1ccccc1C(=O)N[C@@H](CC(C)C)C(=O)N1CCC[C@H]1C(=O)NCc1ccccc1	-2
Cc1ccc(S(=O)(=O)N2[C@@H](c3ccc(C(C)(C)C)cc3)C(C(=O)O)=CC[C@H]2c2ccc(Cl)c(Cl)c2)cc1	1
Cc1ccc(NC(=O)CN2C(=O)N/C(=C/c3ccc4c(c3)OCCO4)C2=O)cc1	0
COc1ccc(C2(C)NC(=O)N(CC(=O)c3ccc4c(c3)OCO4)C2=O)cc1 (stereo unspecified)	-2
COc1ccccc1NC(=O)C(CC(C)C)NC(=O)C1CCCCC1 (stereo unspecified)	-1
CC(=O)Nc1ccc(S(=O)(=O)Nc2cc(C)c(-n3nc4ccccc4n3)cc2O)cc1	4
O=c1c2c([N+](=O)[O-])cc([N+](=O)[O-])cc2sn1Cc1ccccc1	-2
NS(=O)(=O)c1ccc(CNC(=O)c2ccc(Cl)c(S(=O)(=O)NCc3ccccc3)c2)cc1	1
CCOC(=O)[C@@]12CCCC3=C1N(CCC3)C(=O)[C@H]2CC(=O)NCc1cccc(C(F)(F)F)c1	3
CC(C)CCNC(=O)C1CCC(=O)N1C(C)C (stereo unspecified)	-1
COc1cc(NC(=O)C2CCN(S(=O)(=O)c3cccc4nonc34)CC2)cc(OC)c1	0
Cc1cc(C(=O)COC(=O)c2ccc(O)cc2)c(C)n1CC(F)(F)F	-4
COCCn1c(Sc2nc(C)cs2)nc2c1c(=O)[nH]c(=O)n2C	6
CCOC(=O)CSc1nc(C(C)C)nc2ccccc12	-4
O=C(CSc1nnnn1C1CCCC1)Nc1cccc(NC(=O)c2ccco2)c1	-3
CCOc1ccc(N(CC(=O)Nc2ccc(C)c(C)c2)S(=O)(=O)c2c(C)noc2C)cc1	3
O=C(NCc1cccs1)c1ccc(Cl)s1	4
Cc1ccc(S(=O)(=O)Cc2ccc(C(=O)N3CCCCCC3)o2)cc1	-3
CCCCc1nc(N2CCOCC2)c(C#N)c2c1CCCC2	0
O=C(CCc1ccc(S(=O)(=O)NCc2ccccc2)cc1)NCc1ccc2c(c1)OCO2	2
O=C(NCCCC1CCCC1)C1CCC(=O)N(Cc2cccc(F)c2)C1 (stereo unspecified)	-2
O=C(c1ccc(Br)o1)N1CCCc2ccccc21	-2
O=S(=O)(c1cccc(NC(=S)NCc2ccco2)c1)N1CCOCC1	-4
Cc1ccc(NC(=O)NCCCN2CCCC2=O)c(C)c1	2
CCCCN(CC)CCNc1c(N2CCN(C(=O)OCC)CC2)c(=O)c1=O	-2
Cc1cccc(NC(=S)/N=C(\N)Nc2nc(C)c3ccccc3n2)c1	-6
Cc1ccc(O)c(CNc2nc3ccccc3n2C)c1	1
COc1ccc(S(=O)(=O)N2CCN(Cc3cccnc3)CC2)cc1	-1
Cc1ccc(CONC(=O)c2ccc(C)cc2)cc1	9
CC(C)c1cc(-c2n[nH]c(=S)n2Cc2ccccc2)cs1	-2
CCCCCC(=O)N1C[C@H](O)[C@@H](n2cc(C3CC3)nn2)C[C@@H]1c1ccc(Cl)cc1	-1
CCC(C)N(C(=O)COC(=O)COc1c(C)cc(C)cc1C)C1CCS(=O)(=O)C1 (stereo unspecified)	-2
CC1CCN(C(=O)/C(=C/c2ccccc2Cl)c2ccccc2)CC1	6
O=C(O)COc1ccccc1/C=N/NC(=O)CSc1nnc(SCc2cccc3ccccc23)s1	-1
CCCCCCCCNC(=O)CC(NS(=O)(=O)c1ccc(NC(C)=O)cc1)C(C)C (stereo unspecified)	-2
CCOC(=O)C1(C)CCN1C(=O)c1cccc(C#N)c1 (stereo unspecified)	-3
O=C(NCCC1=CCCCC1)C1CCCN(S(=O)(=O)c2ccccc2)C1 (stereo unspecified)	-2
COc1ccc2c(c1)N(C(=O)CN1C(=O)C3CCCCC3C1=O)C(C)(C)C=C2C (stereo unspecified)	0
CC1CCN(S(=O)(=O)c2ccc(NC(=O)c3cccs3)cc2)CC1	3
CCCCOC(=O)C1=C(C)Nc2nnnn2C1c1ccc(OC)c(OC)c1OC (stereo unspecified)	-4

Reformatted with values ahead of the structure: entries from further up.
TbREL1 primary	Molecule
-4	O=S(=O)(c1cccc(NC(=S)NCc2ccco2)c1)N1CCOCC1
2	Cc1ccc(NC(=O)NCCCN2CCCC2=O)c(C)c1
-2	CCCCN(CC)CCNc1c(N2CCN(C(=O)OCC)CC2)c(=O)c1=O
-6	Cc1cccc(NC(=S)/N=C(\N)Nc2nc(C)c3ccccc3n2)c1
1	Cc1ccc(O)c(CNc2nc3ccccc3n2C)c1
-1	COc1ccc(S(=O)(=O)N2CCN(Cc3cccnc3)CC2)cc1
9	Cc1ccc(CONC(=O)c2ccc(C)cc2)cc1
-2	CC(C)c1cc(-c2n[nH]c(=S)n2Cc2ccccc2)cs1
-1	CCCCCC(=O)N1C[C@H](O)[C@@H](n2cc(C3CC3)nn2)C[C@@H]1c1ccc(Cl)cc1
-2	CCC(C)N(C(=O)COC(=O)COc1c(C)cc(C)cc1C)C1CCS(=O)(=O)C1 (stereo unspecified)
6	CC1CCN(C(=O)/C(=C/c2ccccc2Cl)c2ccccc2)CC1
-1	O=C(O)COc1ccccc1/C=N/NC(=O)CSc1nnc(SCc2cccc3ccccc23)s1
-2	CCCCCCCCNC(=O)CC(NS(=O)(=O)c1ccc(NC(C)=O)cc1)C(C)C (stereo unspecified)
-3	CCOC(=O)C1(C)CCN1C(=O)c1cccc(C#N)c1 (stereo unspecified)
-2	O=C(NCCC1=CCCCC1)C1CCCN(S(=O)(=O)c2ccccc2)C1 (stereo unspecified)
0	COc1ccc2c(c1)N(C(=O)CN1C(=O)C3CCCCC3C1=O)C(C)(C)C=C2C (stereo unspecified)
3	CC1CCN(S(=O)(=O)c2ccc(NC(=O)c3cccs3)cc2)CC1
-4	CCCCOC(=O)C1=C(C)Nc2nnnn2C1c1ccc(OC)c(OC)c1OC (stereo unspecified)

Other entries:
SMILES	TbREL1 primary
CCCn1c(=N)n(CC(O)c2ccc(C)cc2)c2ccccc21 (stereo unspecified)	3
CNC(=O)c1c(NC(=O)c2ccc(S(=O)(=O)N3CCCCC3)cc2)sc2c1CCN(C(C)C)C2	-1
C=CCOc1cccc(/C=N/NC(=O)CN(c2cc(Cl)ccc2OC)S(=O)(=O)c2ccc(C)c([N+](=O)[O-])c2)c1	0
C[C@H](N=C1NS(=O)(=O)c2ccccc21)C(=O)OCc1cc([N+](=O)[O-])cc2c1OCOC2	-2
COc1ccccc1NC(=O)CN(Cc1ccco1)C(=O)c1cncc(Br)c1	1
CCOC(=O)C1=C(C)N(CCCC(=O)O)C(=O)NC1c1ccc(Cl)cc1Cl (stereo unspecified)	-1
CC(Oc1ccccc1Cl)c1nnc(N)s1 (stereo unspecified)	2
CCOc1ccc(N(CC(=O)N2CC=C(c3ccccc3)CC2)S(=O)(=O)c2c(C)noc2C)cc1	5
N#Cc1cnn(-c2ncnc3sc4c(c23)CCCC4)c1N	-3
Cc1ccc(C(=O)N2c3ccccc3Sc3ccccc32)cc1	5
CCN(CC(=O)Nc1ccc(NC(C)=O)cc1)S(=O)(=O)/C=C/c1ccccc1	0
O=C(Nc1ccc2c(c1)OCO2)O[C@@H]1CC[C@@]23CCCN2C(=O)CCC[C@H]3C1	-3
Cc1cccc2sc(NC(=O)C3CCN(C(=O)c4ccco4)CC3)nc12	4
O=C(COC(=O)Cc1ccc(Cl)cc1Cl)Nc1ccccc1OC(F)F	-1
O=C(C[n+]1cccc(CNC(=O)c2ccc(OC(F)F)cc2)c1)Nc1cccc(C(F)(F)F)c1	1
CC(C)(C)N(NC(=O)Nc1ccc(Cl)c(Cl)c1)C(=O)c1ccccc1	2
COc1ccc(S(=O)(=O)N(C)C)cc1NS(=O)(=O)c1ccc(F)c(F)c1F	1
CCN(CC)S(=O)(=O)c1cc(NC(=O)Cn2ncc(Cl)c(Cl)c2=O)ccc1C	0
Cc1cc(Nc2cccc(Br)c2)cc(=O)n1-c1cccc(Br)c1	2
O=C(Cn1nc(Cc2cccnc2)c2ccccc2c1=O)Nc1cc(F)ccc1F	-1

High-throughput results as filed in PubChem.
